Bioassay records: PubChem, The Scripps Research Institute Molecular Screening Center
OXTR ag: activates the human oxytocin receptor. CHO-OTR cells, Fluo-8 calcium fluorescence; normalized: DMSO 0%, oxytocin 100%. activation, % at 3 µM. 320,000 tested, 0.32% active. AID 2435;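 active = activation above the mean of all tested compounds plus 3 SD, cutoff set per screening run, cut at about 20% in these data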;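 note: peak over basal fluorescence ratio from a 100 s FLIPR kinetic read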
TAAR1 antag: human TAAR1 antagonism; Q96RJ0; CHO RD-HGA16 TAAR1, Fluo-8 calcium fluorescence, antagonist; 360,000 tested, 1.5% active; inhibition, % at 3 µM; AID 624466;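 active = inhibition above a per-plate cutoff, the mean inhibition of test compounds on that plate plus 3 SD, cut at about 49% in these data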;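 note: 0% = DMSO plus EC80 beta-PEA response and 100% = DMSO alone without agonist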
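Assay system: CHO-derived RD-HGA16 cells stably expressing human TAAR1 plus Gα16. Timing: 140 s kinetic read after compound, 140 s after agonist. Technique: kinetic Fluo-8 calcium fluorescence measurement. Measure: % inhibition of agonist calcium response.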
V1R ag counter: V1a receptor agonism, counter-screen for OXTR agonists; CHO-V1R cells, Fluo-8 calcium fluorescence, agonist mode; 0% DMSO, 100% 3 nM vasopressin; activation, % at 3 µM; 320,000 tested, 0.25% active; AID 2797;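 active = activation above the mean activation of all tested compounds plus 3 SD, per screening run, cut at about 20% in these data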;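 note: signal is peak over basal fluorescence ratio across a 100 second FLIPR read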
Target sequence (P37288 whole entry, looked up): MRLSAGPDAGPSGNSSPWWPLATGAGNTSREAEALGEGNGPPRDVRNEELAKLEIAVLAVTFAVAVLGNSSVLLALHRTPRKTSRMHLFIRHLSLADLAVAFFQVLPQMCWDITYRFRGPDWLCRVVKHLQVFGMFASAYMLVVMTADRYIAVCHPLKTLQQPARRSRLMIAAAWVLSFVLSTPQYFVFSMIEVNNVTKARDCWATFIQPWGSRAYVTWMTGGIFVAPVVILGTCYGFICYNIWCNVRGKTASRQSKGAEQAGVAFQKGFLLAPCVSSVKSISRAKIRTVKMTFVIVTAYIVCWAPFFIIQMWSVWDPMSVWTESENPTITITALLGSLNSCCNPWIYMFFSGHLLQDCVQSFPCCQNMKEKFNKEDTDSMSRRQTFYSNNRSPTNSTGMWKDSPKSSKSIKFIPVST
CHO parental Ca: counter-screen for OX1R antagonists: effect in parental CHO cells; parental CHO-K1, ATP-induced calcium, Fluo-8 fluorescence; inhibition, % at 5.6 µM; 330,000 tested, 0.63% active; AID 463079;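 active = inhibition above that plate's mean sample inhibition plus 3 SD, cut at about 26% in these data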;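 note: 0% = ATP-challenged DMSO wells and 100% = DMSO wells without ATP; some compounds past the cut are filed as inactive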
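Assay system: parental CHO cells; Read-out basis: percent inhibition of ATP-evoked calcium rise, normalized to controls; Benchmarks: ATP and no-ATP DMSO wells; Compound dosing: single nominal dose of 5.6 µM per compound; Signal: Fluo-8 calcium dye fluorescence; Also added: ATP as calcium-mobilizing challenge; Repeats: singlicate.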
TAAR1 ag: agonists of human TAAR1 | AID 624467 | Q96RJ0 | 360,000 tested, 0.99% active | CHO RD-HGA16 TAAR1, Fluo-8 calcium fluorescence; vehicle wells 0%, saturating PEA agonist 100% | activation, % at 3 µM;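 active = activation above the mean activation of all test compounds in the run plus 3 SD, cut at about 38% in these data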
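Test system: RD-HGA16 (CHO) cells co-expressing Gα16 and hTAAR1 | Doses: Single dose, 3 µM | Schedule: 17-24 h seeding, 75 min 37 °C dye, 30 min RT | Evaluation: % activation from peak over basal fluorescence ratio, DMSO-to-PEA scaled | Technique: Kinetic Fluo-8 calcium fluorescence | Benchmarks: Low control DMSO, high control PEA (EC100)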
CHRM1 antagonist: human CHRM1 antagonism | inhibition, % at 3 µM | CHO-K1 hM1, Fluo-8 calcium fluorescence, ACh EC80 antagonist | 360,000 tested, 1.3% active;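 active = percent inhibition above its own plate's cutoff, namely the mean of that plate's compound wells plus 3 SD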;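 note: peak over basal fluorescence ratio during 140 s after agonist addition; 0% = ACh EC80 plus DMSO and 100% = DMSO alone without agonist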
Target sequence (P11229 whole entry, looked up): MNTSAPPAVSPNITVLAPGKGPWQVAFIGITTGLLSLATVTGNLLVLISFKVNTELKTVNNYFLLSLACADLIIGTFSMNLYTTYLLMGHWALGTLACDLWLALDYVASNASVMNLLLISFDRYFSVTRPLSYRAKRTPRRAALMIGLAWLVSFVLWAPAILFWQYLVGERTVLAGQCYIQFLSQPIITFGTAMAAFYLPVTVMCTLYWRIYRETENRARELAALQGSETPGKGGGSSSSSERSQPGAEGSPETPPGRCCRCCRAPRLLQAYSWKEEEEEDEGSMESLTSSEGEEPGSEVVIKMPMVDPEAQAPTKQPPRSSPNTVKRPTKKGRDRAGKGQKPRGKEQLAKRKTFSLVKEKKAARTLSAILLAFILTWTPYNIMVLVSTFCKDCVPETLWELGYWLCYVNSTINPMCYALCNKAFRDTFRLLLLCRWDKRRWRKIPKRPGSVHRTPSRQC
CHRM1 agonist: human M1 muscarinic receptor agonism; activation, % at 3 µM; 360,000 tested, 0.33% active; CHO-K1 hM1, Fluo-8 calcium fluorescence, agonist mode; 0% DMSO, 100% acetylcholine EC100; P11229;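 active = activation above the run's mean compound activation plus 3 SD, cut at about 16% in these data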;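 note: peak over basal fluorescence ratio within a 140 s kinetic read after compound addition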
OXTR potentiator: potentiators of human oxytocin receptor; activation, % at 3 µM; CHO-OTR cells, Fluo-8 calcium fluorescence, potentiator mode; 0% = oxytocin EC15, 100% = EC100; 320,000 tested, 0.061% active;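 active = activation above that plate's cutoff, the mean activation of tested compounds plus 3 SD, cut at about 6.6% in these data, passing the limit was not always enough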;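 note: 100% uses oxytocin at 75 nM as the full agonist control; some results filed as inactive read as strong as hits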
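Material: human OTR in CHO cells. Compound: 3.0 µM, one dose. Timing: compound 6 min at room temperature before oxytocin, 100 s read. Evaluation: % activation of max/min ratio relative to oxytocin controls. Replication: single well per compound, singlicate. Signal: Fluo-8 calcium dye fluorescence.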
CHRM1 PAM: positive allosteric modulators of human M1 muscarinic receptor | activation, % at 3 µM | 360,000 tested, 0.088% active | AID 588819 | CHO-K1 hM1, Fluo-8 calcium fluorescence, ACh EC20; 0% = ACh EC20, 100% = maximal ACh | P11229; in the data active = activation above about 19%, passing the limit was not always enough
* marks the source's active call; other numbers are inactive results; . = no result given.

SMILES	OXTR ag	TAAR1 antag	V1R ag counter	CHO parental Ca	TAAR1 ag	CHRM1 antagonist	CHRM1 agonist	OXTR potentiator	CHRM1 PAM
CCOC(=O)C1(CCOC)CCN(Cc2ccc(C(=O)OC)cc2)CC1	0.5	-26	1.7	-6	2	-9	4	-9	3
COc1ccc(CSc2nc(C)cc(C)c2S(C)(=O)=O)cc1	2.5	15	1.3	-13	2	2	-4	-16	4
CCOc1ccc(N(CC(=O)NCc2ccc(OC)cc2)S(C)(=O)=O)cc1	-0.8	1	-0.1	-22	2	-17	-4	-13	6
Cc1cc(NC(=O)c2cccs2)ncc1NC(=O)C(C)C	0.4	-2	1.3	-6	5	-4	-5	2	-2
O=C(COC(=O)c1cc([N+](=O)[O-])ccc1N1CCOCC1)Nc1cccc(F)c1	0.8	0	2.1	4	7	3	5	-13	14
O=C(/C=C\c1ccco1)NC(=S)Nc1ccccc1O	0.0	-11	1.0	-11	4	-2	-3	-16	1
CCNC(=S)N1CCn2c(nc3ccccc32)C1	1.0	-4	0.2	-12	3	-16	-5	-9	6
O=C(NC1CC1)C1=C[C@@H](C2CC2)C[C@@H](OCc2ccc(CO)cc2)O1	0.0	16	-0.6	-6	5	0	-8	-8	0
Cc1cccc(C(=O)NC2CCN(S(=O)(=O)c3ccccc3)CC2)c1	-1.9	-18	-0.2	1	1	10	-4	1	-2
Cc1ccc(C)c(-c2csc(N/N=C/c3ccco3)n2)c1	-0.7	-7	-0.1	-15	11	3	-8	-2	-11
N#CC1(c2nc3ccccc3[nH]2)CC1c1ccc2c(c1)OCO2 (stereo not given)	-1.2	10	1.0	1	2	-8	-2	-18	5
COc1cc2c(C(=O)NCc3ccc(C)o3)cn(CC(C)C)c(=O)c2cc1OC	-1.0	28	-0.7	-12	12	-3	0	-13	0
COC(=O)CCc1nc2cc(Cl)ccc2n(Cc2ccccc2)c1=O	-0.5	5	-1.5	-28	9	25	-5	-12	-8
Cc1cc(C)c2nc(N3CCCC(C(=O)NCCCN4CCOCC4)C3)sc2c1 (stereo not given)	-0.3	-22	-1.0	-27	9	-11	-5	-7	6
COc1ccc2c(c1)CCc1c(C(=O)NC3CCCCC3)noc1-2	0.8	7	0.4	-3	15	3	-5	-6	-6
COc1ccc(N2CC(C(=O)N3CCCC(C)C3)CC2=O)cc1 (stereo not given)	0.3	-8	0.1	-6	1	-11	-4	-3	-6
Fc1ccccc1-c1n[nH]c(=S)n1C1CC1	0.6	-5	0.8	-9	8	-11	-4	-4	8
Cc1ccc(N(Cc2cc3ccc(C)cc3[nH]c2=O)C(=O)c2cccs2)cc1	-0.3	.	0.0	-16	.	.	.	-3	.
CCCCN(CC)CCCNC(=O)Cn1nc(Cc2ccncc2)c2ccccc2c1=O	0.3	5	0.0	1	1	1	-8	-2	-6
COc1ccccc1C(=O)C1CCCN(C(=O)c2cccnc2SC)C1 (stereo not given)	-0.8	7	0.7	-20	0	6	-7	-3	1
Cc1cccc(C(=O)NCC(=O)OCC(=O)N(C)CC(=O)Nc2ccccc2Cl)c1	-1.1	-23	-0.7	-18	9	-13	-3	0	9
CCC(C)NC(=O)c1cccc(C)c1 (stereo not given)	-0.6	-9	-0.7	-9	1	-6	-4	-1	5
CC(=O)c1cccc(-c2cnc3c(NC=O)cc(-c4ccccc4Oc4ccccc4)cn23)c1	.	26	.	.	2	8	-3	.	-9
Cc1ccc(S(=O)(=O)NNC(=O)Nc2ccc(Cl)c(Cl)c2)cc1	1.8	2	3.2	22	3	17	-2	-3	-8
Cc1cccc(C)c1OCC(=O)N/N=C/c1cccn1C	-0.1	5	-0.9	-14	11	-1	-3	-1	-3
Cc1ccc(Nc2nc(-c3ccccc3)cs2)nc1	.	-15	.	.	-3	-4	-1	.	-2
COc1ccc(S(=O)(=O)N2CCC(C(=O)NCCN3CCOCC3)CC2)cc1	0.5	-22	0.7	-4	2	-16	-2	-2	7
O=C(NCc1ccc2c(c1)OCO2)C(=O)Nc1ccccc1	0.2	-2	1.1	-8	1	4	-4	-2	0
COc1ccc(OC)c(S(=O)(=O)N2c3cc(F)ccc3CCC2C)c1 (stereo not given)	-1.8	5	-0.9	-2	5	-11	-5	-9	9
O=C(CSc1ncn[nH]1)Nc1ccc(Cl)c(S(=O)(=O)N2CCOCC2)c1	0.3	-13	0.9	-12	2	-10	-4	-6	10
O=C1N[C@@H](Cc2ccccc2)COC(=O)[C@H](Cc2ccc(F)cc2)CC/C=C/C[C@@H]1CC(=O)N(CCO)Cc1ccccc1	-0.1	17	-0.2	-23	3	2	-3	-7	4
Cc1csc(SCC(=O)Nc2ccc3c(c2)OCCO3)n1	0.6	-7	-0.2	3	0	-7	-3	-2	0
CCC(c1nnc(SCC(=O)Nc2ccc(C(=O)N(C)C)cc2)n1Cc1ccccc1)N(C)C (stereo not given)	-0.6	-7	0.4	-5	0	-10	-3	-7	14
CCCCC(CC)CNC(=O)C(=O)c1ccccc1NC(C)=O (stereo not given)	-1.9	-4	-0.1	-1	-1	-4	-7	4	6
COc1cc2c(cc1OC)C(C)N(C(=O)c1cc3c(=O)oc4ccc(C)cc4c3s1)CC2 (stereo not given)	-0.5	-36	0.7	-17	-1	-11	-4	1	3
CC1CCC(NC(=O)C2CCC(CNS(=O)(=O)c3ccc4c(c3)C(C)(C)C(=O)N4C)CC2)CC1 (stereo not given)	.	3	.	.	0	-13	-7	.	13

A portion taken from the entries so far, as a working copy:
SMILES	OXTR ag	TAAR1 antag	V1R ag counter	CHO parental Ca	TAAR1 ag	CHRM1 antagonist	CHRM1 agonist	OXTR potentiator	CHRM1 PAM
CCOC(=O)C1(CCOC)CCN(Cc2ccc(C(=O)OC)cc2)CC1	0.5	-26	1.7	-6	2	-9	4	-9	3
COc1ccc(CSc2nc(C)cc(C)c2S(C)(=O)=O)cc1	2.5	15	1.3	-13	2	2	-4	-16	4
CCOc1ccc(N(CC(=O)NCc2ccc(OC)cc2)S(C)(=O)=O)cc1	-0.8	1	-0.1	-22	2	-17	-4	-13	6

Reprinted at random: 2 records from the list, in no set order.
SMILES	OXTR ag	TAAR1 antag	V1R ag counter	CHO parental Ca	TAAR1 ag	CHRM1 antagonist	CHRM1 agonist	OXTR potentiator	CHRM1 PAM
COc1ccc(OC)c(S(=O)(=O)N2c3cc(F)ccc3CCC2C)c1 (stereo not given)	-1.8	5	-0.9	-2	5	-11	-5	-9	9
CCCCC(CC)CNC(=O)C(=O)c1ccccc1NC(C)=O (stereo not given)	-1.9	-4	-0.1	-1	-1	-4	-7	4	6

New compounds follow.
SMILES	OXTR ag	TAAR1 antag	V1R ag counter	CHO parental Ca	TAAR1 ag	CHRM1 antagonist	CHRM1 agonist	OXTR potentiator	CHRM1 PAM
O=C1C=C(c2ccc3c(c2)OCO3)C[C@@H](c2ccc(Cl)cc2)C1	0.1	-1	0.4	-2	7	5	1	0	4
CN(C)c1ccc(CNC(=O)C2(C)Cc3c(-c4cccc(C(N)=O)c4)ccnc3O2)cc1 (stereo not given)	.	-33	.	.	1	1	-4	.	1
COC(=O)c1c(C)oc(C)c1S(=O)(=O)Nc1ccccc1	-1.4	3	-0.9	1	6	-13	-8	-7	11
CC(=O)Nc1cccc(C(=O)N2CCN(S(=O)(=O)Cc3ccccc3)CC2)c1	1.8	0	2.4	-10	0	-16	-1	5	6
CC(=O)N1CCc2cc(S(=O)(=O)NCC(=O)NCc3ccc(Cl)cc3)ccc21	0.8	-38	-0.4	-16	14	5	-3	0	-2
Cc1ccc(CNC(=O)CC(C)S(=O)(=O)c2ccc3c(c2)NC(=O)CS3)o1 (stereo not given)	0.1	-11	1.2	4	3	-11	4	-7	18
CN(C)c1cccc(C(=O)NNC(=O)C23CC4CC(CC(C4)C2)C3)c1	-0.3	-27	-0.1	-16	10	-11	-5	-5	7
O=C(CCN1C(=O)C2C3C=CC(C3)C2C1=O)N1CC(=O)N(CCc2ccccc2)C(=O)C1 (stereo not given)	0.9	0	0.8	-2	16	-6	-3	-7	1
O=C(NCC(c1ccco1)N1CCCCC1)c1cnc(Cl)c(Cl)c1 (stereo not given)	-0.6	5	1.1	-29	-2	14	-9	2	-9
Nc1nc(-c2nonc2N)no1	0.1	1	0.2	-4	6	-9	-1	-8	9
CC(C)(O)C#Cc1ccc(C(=O)N2CCN(c3ccc(Cl)cc3)CC2)cc1	1.1	-19	0.2	-6	16	0	-12	-1	-2
CC(=O)c1ccc(N2CCN(S(=O)(=O)c3ccc(-c4cc(C)no4)s3)CC2)cc1	4.9	-26	6.8	-4	1	-6	-1	-12	4
COC(=O)c1c([N+](=O)[O-])c(OC)c(OC)c(OC)c1[N+](=O)[O-]	-1.1	6	0.5	-12	-3	-1	-11	-14	3
CCOCCCNC(=O)/C(C#N)=C/c1ccc(Cl)c([N+](=O)[O-])c1	-0.6	-7	0.2	-3	3	-6	0	-12	9
Cn1c(=O)c2c(nc(SCCN3CCOCC3)n2Cc2cccc3ccccc23)n(C)c1=O	-0.3	-4	-0.8	-8	4	-7	-1	-2	10
CN1CCN(C(=O)c2cc(S(=O)(=O)Nc3ccccc3F)c(Cl)cc2Cl)CC1	1.6	-28	1.9	-12	1	-11	-2	-1	8
C=CCn1c(=NC(=O)CN2C(=O)CCC2=O)sc2cccc(OC)c21	-0.5	1	0.3	-2	2	-9	2	-6	4
COc1ccc(OCC(=O)Nc2ccccc2N2CCCCC2)cc1	-1.7	29	-1.3	-40	3	-2	-5	-8	0
O=C(CCCn1c(=S)[nH]c2cc3c(cc2c1=O)OCO3)N1CCc2ccccc2C1	-2.1	8	-0.3	-6	33	-6	-2	-5	6
Cc1ccsc1C(=O)OCC(=O)NCCC1=CCCCC1	-3.9	7	-0.8	-22	13	-7	-9	2	6
COc1ccc(NS(=O)(=O)c2cccc(C(=O)N3CCN(Cc4ccc5c(c4)OCO5)CC3)c2)cc1	2.8	33	6.7	-26	8	-10	1	-17	2
COc1ccc(C(=O)NC2CC3CCCC(C2)N3Cc2ccccc2)c(OC)c1 (stereo not given)	-1.7	-14	0.9	-28	-3	24	-10	5	-16
Cc1ccc2nc(CSc3nnc(-c4ccncc4)n3C)cc(=O)n2c1	1.5	-20	1.3	-4	2	1	-8	-2	0
CCC1CCCCN1C(=O)CSc1nnc(CNC(=O)COc2ccc(Cl)cc2)o1 (stereo not given)	0.9	-9	4.7	-21	10	-28	-2	-11	6
CCOC(=O)Cc1cc(=O)n2[nH]c(C)c(-c3ccc(Cl)cc3)c2n1	-0.9	-5	-1.2	-8	18	-10	-6	-7	-3
